Compound activity deposited in PubChem by National Center for Advancing Translational Sciences (NCATS).
TDP1 cell noCPT – qHTS for Inhibitors of human tyrosyl-DNA phosphodiesterase 1 (TDP1): qHTS in cells in absence of CPT; actives 15% (n = 420,000); DT40 Tdp1-/- hTDP1 cells, no CPT, ATP luminescence, 48 h; Potency, µM (top dose mostly 46.2 µM), inactives show top-dose activity change, negative = growth inhibition, most hits filed as inhibitors; AID 686978, 2013; also: nearly all actives have a fitted effect of over 55% in size
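Compound effects on proliferation are scored in DT40 Tdp1-/-;hTDP1 cells in the absence of CPT. ATP levels (CellTiter-Glo luminescence) are recorded after a ≥48 hr, 37 °C incubation.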
TDP1 cell CPT – growth inhibition of DT40 Tdp1-/-;hTDP1 cells with camptothecin (screen for TDP1 inhibitors). chicken DT40 Tdp1-/-;hTDP1 cells + 20 nM CPT, ATP luminescence, 48 h. Potency, µM (titrated, usually from 46.2 µM), for the others: at the top dose activity change, negative = growth inhibition, hits mostly inhibitors. actives 12% (n = 420,000). AID 686979; also: nearly all actives have a fitted effect of over 55% in size
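Chicken DT40 Tdp1-/- cells stably complemented with human TDP1 were seeded at 400 cells/well in medium containing 20 nM camptothecin, exposed to pin-transferred compounds, and grown at 37 °C for at least 48 hr. Viability was read as ATP luminescence.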
TDP1 inh – TDP1 (human) enzyme inhibition | AID 485290 | Potency, µM (titrated, usually from 130 µM), without a hit: at the highest dose activity change, negative = inhibition, hits mostly inhibitors | Q9NUW8 | recombinant TDP1, AlphaScreen DNA substrate cleavage | actives 0.28% (n = 350,000); also: nearly all actives have a fitted effect of over 40% in size
Target sequence (Q9NUW8 whole entry, looked up): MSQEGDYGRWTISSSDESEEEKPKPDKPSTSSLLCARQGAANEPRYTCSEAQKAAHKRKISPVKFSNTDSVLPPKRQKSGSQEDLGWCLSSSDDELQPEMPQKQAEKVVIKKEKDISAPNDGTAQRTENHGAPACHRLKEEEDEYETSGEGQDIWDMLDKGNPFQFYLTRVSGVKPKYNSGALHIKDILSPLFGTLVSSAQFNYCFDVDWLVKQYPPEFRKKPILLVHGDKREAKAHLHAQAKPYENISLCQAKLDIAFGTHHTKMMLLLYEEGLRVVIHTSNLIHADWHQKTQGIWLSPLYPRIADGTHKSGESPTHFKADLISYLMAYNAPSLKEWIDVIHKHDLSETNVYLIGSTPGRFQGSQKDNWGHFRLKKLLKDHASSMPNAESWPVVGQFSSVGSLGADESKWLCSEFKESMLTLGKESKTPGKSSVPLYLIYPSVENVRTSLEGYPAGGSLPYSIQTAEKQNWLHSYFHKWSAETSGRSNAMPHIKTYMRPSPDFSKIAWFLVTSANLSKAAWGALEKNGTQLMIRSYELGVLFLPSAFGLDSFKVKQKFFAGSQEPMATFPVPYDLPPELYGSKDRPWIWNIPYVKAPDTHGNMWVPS
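E. coli-derived human Tdp1, 1 nM final. Cpd preinc 15 min RT; substrate 15 nM final, 5 min RT; AS bead mix 10 ug/ml final, 10 min RT. Signal loss = tyrosine-FITC cleavage. No-enzyme wells = max signal.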
Active calls of the source: *; ? = inconclusive; . = not tested or not shown; & = joins results of further samples; [ ] = remark or other dose. Calls follow the shape of the dose curve; as a rule, active = well fitted curve in the direction sought with a large enough effect; inconclusive = small, poorly fitted or top-dose-only effect, or another doubt; inactive = no such curve, though single readings can be large; an effect the other way counts as inactive or inconclusive. % is scaled to controls: 0 for no effect and ±100 for the full control effect; potency is read from the fitted curve at half-maximal effect.

SMILES	TDP1 cell CPT	TDP1 inh	TDP1 cell noCPT
Cc1nc(C(F)(F)F)ccc1C(=O)N1CCC1(C)C(=O)NS(=O)(=O)c1ccccc1 (stereo not given)	-8%	.	-5%
CCCCCCn1c(=O)n2n(c1=O)[C@@H]1CN(S(=O)(=O)c3ccc(C)cc3)C[C@]1(O)[C@@H](OC(=O)NC1CCCC1)C2	?	.	?
COc1ccc(C)cc1NC(=O)CN1CCN(c2ccccc2F)CC1	?	4%	13µM*
COc1cc(-c2nc3ccccn3c2/N=C/c2cc(OC)c(OC)c(OC)c2)ccc1O	-6%	.	?
O=C(Oc1ccc2ccccc2c1Br)N1CCCCCC1	?	-8%	21µM*
COc1ccccc1NC(=O)OCC#CCOC(=O)Nc1ccccc1OC	?	4%	?
COc1ccc(-n2nc(N)c(C(N)=O)n2)cc1	?	3%	?
Cc1ccc(C(=O)COC(=O)C2CC(=O)N(c3nc(-c4ccccc4)cs3)C2)cc1 (stereo not given)	-17%	1%	-14%
COc1ccccc1N1CCN(C(=O)C2CCN(C(=O)c3ccccc3Cl)CC2)CC1	?	0%	-25%
CCC1(CC)N([O-])C(C)=C(c2ccccc2)[N+]1=O	-13%	0%	0%
CC1(C)CC(=O)N(c2ccc(Cl)c(Cl)c2)C(=O)C1	18%	.	-17%
Cc1ccc(-c2nnc(-c3cc(C)on3)o2)cc1	?	4%	-19%
Cc1cc(C)cc(OCC(=O)N(Cc2ccco2)c2c(N)n(Cc3ccccc3)c(=O)[nH]c2=O)c1	-2%	0%	3%
NC(=O)c1c(NC(NC(=O)c2ccco2)C(=O)c2ccc(Cl)cc2)sc2c1CCCC2 (stereo not given)	?	12%	?
CCOC(=O)c1sc(NC(=O)/C=C/c2cnn(CC)c2C)c(C(=O)OCC)c1C	?	-1%	21µM*
CN1CCN(c2ncc3nc(-c4cccc(C#N)c4)c(=O)n(C[C@H]4CCCO4)c3n2)CC1	?	.	-11%
Cc1ccc(OCCC(=O)OCC(=O)Nc2cc(C)nn2-c2ccccc2)cc1	-15%	4%	-2%
CCN(Cc1ccncc1)C(=O)CSc1ccc2ccccc2c1	?	5%	?
CCN(CC)c1ccc(C(=O)OCC(=O)NC2CCCCC2C)cc1 (stereo not given)	21µM*	-7%	15µM*
CNC(=O)CC(C(=O)O)c1ccc(OCC(C)C)cc1 (stereo not given)	22%	-1%	1%
CCCCOC(=O)c1ccc(NC(=O)CC2NCCNC2=O)cc1 (stereo not given)	-4%	1%	-4%
Fc1ccc(-c2csc(=S)[nH]2)cc1	16%	3%	?
CCc1nnc(NC(=O)C(NS(=O)(=O)c2ccc3c(c2)OCCO3)C(C)C)s1 (stereo not given)	-24%	2%	-23%
CCOC(=O)CC(NC(=O)c1cc2c(=O)n3cccc(C)c3nc2s1)c1ccc(OCC(C)C)c(OC)c1 (stereo not given)	-3%	1%	-2%
O=C1OC(Cc2ccccn2)C(=O)C1=C1SCCS1 (stereo not given)	0%	-3%	1%
O=C(c1cccc(S(=O)(=O)N2CCc3ccccc32)c1)N1CCc2ccccc2C1	?	0%	?
COCc1cc(C)nc(SCC(=O)NC2CCCCC2C)c1C#N (stereo not given)	-4%	2%	2%
Cc1cccc(NC(=S)NC2CC3C=CC2C3)c1 (stereo not given)	4%	3%	-29%
Cc1ccc(O)c(-c2cc(-c3ccccc3C)[nH]n2)c1	?	4%	?
O=C(COC(=O)c1cc2ccccc2o1)NCc1ccco1	0%	1%[56.1 µM]	-3%
CCOc1ccc(NC(=O)CN(C)Cc2cc(=O)n3c(-c4ccccc4)csc3n2)cc1OCC	?	8%	?
COc1ccc(C2C(C(=O)Nc3ccc4c(c3)OCCO4)c3ccccc3C(=O)N2C)cc1 (stereo not given)	-1%	0%	?
COc1ccc(-c2cc(C#N)nc(Oc3ccc(Cl)cc3)n2)cc1	-1%	0%	-1%
C=CCn1cc(C(=O)OCC)c(=O)c2cc(F)c(F)cc21	3%	1%	-1%
CCOc1ccc(NC(=O)CSc2nnc(-c3ccncc3)n2-c2ccccc2)cc1	-1%	-4%	-12%
O=c1[nH]c(CN2CCN(c3ccccc3O)CC2)nc2scc(-c3ccccc3Cl)c12	?	1%	?
CCOC(=O)C(CC)n1cnc2c(nnn2-c2ccc(F)cc2)c1=O (stereo not given)	-2%	.	-2%
CCCc1nnc(NC(=O)Cc2coc3cc(C)cc(C)c23)s1	-18%	6%	-23%
CC1(C)COC(c2ccccc2Cl)OC1	18%	.	0%
Clc1ccc(-c2onc3c2CCCC3)cc1	-6%	2%	?
COc1ccc2nc3cc(Cl)ccc3c(Nc3cc(C(C)C)c(O)cc3C)c2c1	23µM*	9%	?
C[C@@H](c1ccccc1)N1C[C@@H](COCc2ccccc2)Oc2cc(N3CCC[C@@H]3CO)ccc2S1(=O)=O	?	.	?
Cc1ccccc1C(=O)OCc1cc(=O)n2c(C)csc2n1	-19%	7%	?
COc1ccc(-c2cc(C)no2)cc1S(=O)(=O)N1CCCC(C)C1 (stereo not given)	?	3%	?
Cc1c(C(=O)O)oc2ccc(S(=O)(=O)N(CC(C)C)CC(C)C)cc12	-19%	5%	-17%
CCOC(=O)N1CCN(Cc2oc(CO)cc(=O)c2O)CC1	0%	-3%	4%
CC(C)N(C(=O)[C@H]1CC(CC(=O)NCCN2CCOCC2)C(=O)N2CCc3c([nH]c4ccccc34)[C@]12C)C(C)C (stereo not given in full)	1%	0%	-26%
Fc1ccc(NCc2ccccc2-c2nnc(-c3ccccc3Cl)o2)cc1Cl	?	0%	?
NS(=O)(=O)c1ccc(CNC(=O)c2cc(S(=O)(=O)N3CCOCC3)ccc2N2CCCC2)cc1	-10%	.	-13%
CCc1nnc(SCC(=O)Nc2cc(Cl)c(OC)cc2OC)c2cc3oc(C)cc3n12	?	8%	?

Entries of single compounds, looked up by structure.
`NS(=O)(=O)c1ccc(CNC(=O)c2cc(S(=O)(=O)N3CCOCC3)ccc2N2CCCC2)cc1` across the screens: TDP1 cell CPT = -10%; TDP1 inh = .; TDP1 cell noCPT = -13%
`CCCc1nnc(NC(=O)Cc2coc3cc(C)cc(C)c23)s1` across the screens: TDP1 cell CPT = -18%; TDP1 inh = 6%; TDP1 cell noCPT = -23%
`CCc1nnc(SCC(=O)Nc2cc(Cl)c(OC)cc2OC)c2cc3oc(C)cc3n12` across the screens: TDP1 cell CPT = ?; TDP1 inh = 8%; TDP1 cell noCPT = ?

In another format: results already given.
Below each compound: TDP1 cell CPT	TDP1 inh	TDP1 cell noCPT
Cc1cccc(NC(=S)NC2CC3C=CC2C3)c1 (stereo not given)
  4%	3%	-29%
C[C@@H](c1ccccc1)N1C[C@@H](COCc2ccccc2)Oc2cc(N3CCC[C@@H]3CO)ccc2S1(=O)=O
  ?	.	?

Further structures follow:
SMILES	TDP1 cell CPT	TDP1 inh	TDP1 cell noCPT
CC(=O)C[C@H](O)CC(=O)[C@@H]1OC(=O)CCCCC/C=C/Cc2ccccc21	6%	1%	-3%
O=C(CC1SC(=Nc2ccccc2)N(CCO)C1=O)Nc1ccccc1 (stereo not given)	9%	6%	1%
Cc1ccc(C)c(S(=O)(=O)N(C)Cc2cccs2)c1	-19%	79µM*	-25%
CCSc1n[nH]c2nc3c(c(=O)n12)C1(CCCC1)Cc1ccccc1-3	?	4%	?
Cc1ccc(C(=O)c2cc(O)c(O)c([N+](=O)[O-])c2)cc1	?	.	?
Nc1ccc(/C=C2\C=Cc3ccccc32)cc1	?	.	?
CCN(CC(=O)Nc1ccc(NC(C)=O)cc1)C(=O)CN1C(=O)C2CCCCC2C1=O (stereo not given)	6%	0%	15%
COc1ccc(-c2noc(-c3cccc(OC)c3OC)n2)cc1	?	-1%	?
COc1ccc(CN2CCC(Oc3ccc(C(=O)N4CCCCC4)cc3)CC2)cc1C	?	-2%[56.1 µM]	?
CCCn1c(=O)c2ccccc2n2c(SCC(=O)NCc3cccs3)nnc12	?	4%	15µM*
NC(=O)c1ccc([N+](=O)[O-])cc1SCc1ccccc1	-20%	0%	?
O=C(c1cccc(F)c1)n1nnc2ccccc21	?	2%	-25%
CCC(CC)C(=O)c1c[nH]c(C(=O)NCc2ccncc2)c1	?	6%	?
Fc1ccccc1-c1[nH]ncc1-c1nnnn1-c1ccccc1	-9%	6%	-21%
Cc1ccc(-c2csc(NC(=O)c3ccc(Br)cc3)c2C(=O)O)cc1	?	.	?
Cc1ccc(-n2c(=O)c3c4c(sc3n(Cc3cc(=O)n5ccccc5n3)c2=O)CCC4)cc1C	?	3%&0%	?
O=C(NCc1ccc(F)cc1)N1CCN(S(=O)(=O)c2ccccc2F)CC1	-18%	-13%	-13%
CCc1cccc(NS(=O)(=O)c2ccc3c(c2)n(C)c(=O)n3C)c1	10µM*	.	9.2µM*
COc1ccc(-c2cnc3c(NC=O)cc(-c4ccccc4OC)cn23)cc1OC	0.029µM*	.	0.0073µM*
CCc1ccc(-c2nc(SCC(=O)N(CC)C3CCS(=O)(=O)C3)n[nH]2)cc1 (stereo not given)	-10%	.	-11%
COc1ccc(-n2c(-c3ccc(C(C)(C)C)cc3)n[nH]c2=S)c(OC)c1	16µM*	.	23µM*
O=C(Nc1ccccc1)c1ccc(S(=O)(=O)N2CCCCC2)cc1	-4%	3%	?
COc1cccc(CNC(=O)[C@@H]2CCCN2C(=O)[C@H]2CCCCN2C(=O)c2cccc3ccccc23)c1	?	.	?
COc1cc(/C=N/Nc2ccc(Cl)c(C(=O)O)c2)ccc1OC(=O)c1ccco1	-2%	2%	0%
Cc1ccccc1S(=O)(=O)Nc1nc2ccccc2nc1N1CCc2ccccc2C1	-25%	5%	?
Cc1cc(Cl)ccc1OCCNC(=S)NC(=O)c1cccnc1	-23%	2%	-10%
O=C(NNc1nc2c(F)cccc2s1)C1=COCCO1	-2%	5%	0%
CC(C)COC(=O)CNc1n[nH]c(=S)[nH]c1=O	-13%	6%	-15%
COc1ccc(OC)c(C(=O)NC(CC(N)=O)c2ccc(N3CCN(c4ccccn4)CC3)c([N+](=O)[O-])c2)c1 (stereo not given)	-16%	.	?
O=C(CN1C(=O)NC(Cc2c[nH]c3ccccc23)C1=O)NCCc1ccc(F)cc1 (stereo not given)	-18%	.	-23%
COc1ccc([N+](=O)[O-])cc1NCc1ccccc1	?	-3%	?
CCCC(C)C(=O)Nc1ccc(S(=O)(=O)Nc2nccc(C)n2)cc1 (stereo not given)	4%	4%	-17%
O=C(NCc1ccc2c(c1)OCO2)c1cc(-c2ccccc2)on1	-18%	4%	-19%
CCCc1nnc(NC(=O)CCC(=O)NC2CCCCCC2)s1	-4%	0%	8%
CC(C)(C)NC(=O)C1CCN(C(=O)c2ccc(Br)cc2)CC1	-10%	1%	-9%
CC(C)C[C@H](NC(=O)OC(C)(C)C)C(=O)NCC1CCC(C(=O)N[C@@H](Cc2ccccc2)C(=O)O)CC1 (stereo not given in full)	4%	.	0%
CCn1c(SCC(=O)Nc2cc(C)on2)nc2c1c(=O)n(C)c(=O)n2C	?	1%	?
COC(=O)C1=C(C(=O)OC)[C@@H]2N(C)c3ccccc3[C@@]23C[C@@H](C(=O)OC)N(C(C)=O)C3=N1	-2%	-10%[21 µM]	2%
Cc1cc(/C=N/NC(=O)C(O)(c2ccccc2)c2ccccc2)c(C)n1-c1ccc(C(=O)O)cc1	-8%	-5%	-11%
COc1cccc(-c2nn(-c3ccc(F)cc3)cc2C(=O)NCC2CCCO2)c1 (stereo not given)	23µM*	4%	23µM*
COc1ccc(Oc2ncc3nc(-c4ccc(OC)cc4)c(=O)n(CCC#N)c3n2)cc1	11%	.	-8%
COc1ccc(CC(=O)N2CCC(n3nccc3NC(=O)C3CC3)CC2)cc1	0%	2%	1%
O=C(NCc1cccc(Br)c1)C1CC(c2ccc(C(F)(F)F)cc2)=NO1 (stereo not given)	?	.	?
COc1ccc2c(c1OC)C(=O)N(c1cccc(C)c1)C2	-26%	4%	-29%

A different layout for some results above.
CC(C)COC(=O)CNc1n[nH]c(=S)[nH]c1=O
  TDP1 cell CPT: -13% | TDP1 inh: 6% | TDP1 cell noCPT: -15%

COc1ccc(OC)c(C(=O)NC(CC(N)=O)c2ccc(N3CCN(c4ccccn4)CC3)c([N+](=O)[O-])c2)c1 (stereo not given)
  TDP1 cell CPT: -16% | TDP1 inh: . | TDP1 cell noCPT: ?
